hIAP block: human IAP inhibition. P09923. purified IAP, CDP-Star luminescence, 30 min. inhibition, % at 10 µM. 330,000 tested, 0.12% active. AID 2544;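 active means inhibition reaching a set limit with compound at 10 µM in the primary screen, cut at about 35% in these data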;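 further: plate controls were DMSO wells with enzyme for no effect and no-enzyme buffer wells for full effect; values of inactives mirror those of a sister screen read the other way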
Target sequence (P09923 whole entry, looked up): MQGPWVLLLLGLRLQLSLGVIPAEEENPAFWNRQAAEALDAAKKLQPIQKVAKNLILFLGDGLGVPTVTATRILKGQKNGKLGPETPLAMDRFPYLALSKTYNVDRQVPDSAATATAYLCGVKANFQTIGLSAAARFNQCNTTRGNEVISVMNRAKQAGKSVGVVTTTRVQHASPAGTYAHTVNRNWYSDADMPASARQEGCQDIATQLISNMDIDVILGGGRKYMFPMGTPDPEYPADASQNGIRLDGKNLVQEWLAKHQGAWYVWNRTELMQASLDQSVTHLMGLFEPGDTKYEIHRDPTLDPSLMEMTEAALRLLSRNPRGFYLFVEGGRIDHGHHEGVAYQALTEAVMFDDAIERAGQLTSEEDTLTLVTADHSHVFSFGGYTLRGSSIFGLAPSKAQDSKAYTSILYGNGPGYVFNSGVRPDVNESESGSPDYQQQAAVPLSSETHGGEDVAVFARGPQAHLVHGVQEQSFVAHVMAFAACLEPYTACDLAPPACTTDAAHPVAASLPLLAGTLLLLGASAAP
hIAP activ: increases human intestinal alkaline phosphatase activity. P09923. purified human IAP, CDP-Star luminescence, 30 min; active compounds read high; 1 = vehicle-only enzyme, 0 = enzyme-free background. activation factor at 10 µM. 330,000 tested, 0.16% active;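 active means activation factor of the enzyme at least 2-fold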; further: the source names both 10 and 20 µM as test concentration; values of inactives mirror those of a sister screen read the other way
ATG4B inhibitor: blocks human ATG4B protease cleavage of LC3 substrate. Q9Y4P1. ATG4B cleavage of LC3-PLA2, NBD-HPC fluorescence, 1 h. inhibition, % at 8.33 µM. 340,000 tested, 0.51% active. AID 504462; in the data active means inhibition above about 40%
Target sequence (Q9Y4P1 whole entry, looked up): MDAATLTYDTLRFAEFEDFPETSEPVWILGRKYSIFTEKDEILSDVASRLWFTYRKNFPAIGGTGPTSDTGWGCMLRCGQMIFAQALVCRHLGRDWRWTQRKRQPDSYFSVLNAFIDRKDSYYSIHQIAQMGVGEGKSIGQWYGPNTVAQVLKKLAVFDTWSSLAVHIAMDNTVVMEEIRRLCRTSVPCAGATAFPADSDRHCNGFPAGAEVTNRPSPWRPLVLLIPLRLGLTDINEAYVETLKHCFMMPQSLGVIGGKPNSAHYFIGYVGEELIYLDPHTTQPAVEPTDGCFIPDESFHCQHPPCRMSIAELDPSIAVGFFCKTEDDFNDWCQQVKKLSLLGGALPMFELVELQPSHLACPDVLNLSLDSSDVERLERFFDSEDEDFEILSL
mIAP act: mouse IAP activation; muIAP, CDP-Star luminescence, 30 min; active compounds read high; 1 = vehicle-only enzyme signal, 0 = enzyme-free wells; activation factor at 10 µM; 330,000 tested, 0.24% active;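 active means activation factor of at least 2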; further: the source names both 10 and 20 µM as test concentration; values of inactives mirror those of a sister screen read the other way
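Assay system: mouse IAP enzyme / Compound: DMSO-dissolved test compounds / Timing: 30 min, room temperature / Measured by: luminescence from enzymatic CDP-Star hydrolysis / Control set: DMSO-only wells, enzyme-free buffer wells as negative control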
PfG6PD inh: PfG6PD (Plasmodium falciparum) enzyme inhibition; PfGluPho enzyme, NADPH resazurin-diaphorase fluorescence; inhibition, % at 20 µM; 350,000 tested, 0.78% active;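 active means inhibition reaching at least a set limit at 20 µM in the primary screen, cut at about 59% in these data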;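 further: 0% = DMSO wells with substrate and 100% = DMSO wells lacking glucose-6-phosphate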
APOBEC3A inh: inhibitors of human APOBEC3A DNA deaminase | P31941 | recombinant A3A, FAM/TAMRA ssDNA deamination fluorescence | inhibition, % at 20 µM | 330,000 tested, 0.41% active | AID 493011;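 active means at least 40% inhibition at 20 µM here, with at most 30% in a related deaminase screen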;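 further: plate controls were A3A with DMSO for no effect and wells lacking A3A enzyme for full effect; some results filed as inactive read as strong as hits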
HKDC1 inhibitor: blocks human hexokinase HKDC1 activity; Q2TB90; recombinant HKDC1, G6PDH/diaphorase resazurin coupled fluorescence; inhibition, % at 20 µM; 340,000 tested, 0.16% active;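 active means inhibition above about 35% when tested at 20 µM, limit read from the data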;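 further: plate controls were DMSO wells with enzyme for no effect and DMSO wells lacking enzyme for full effect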
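Assay system: recombinant HKDC1 hexokinase; detection: coupled resazurin fluorescence, excitation 525 nm, emission 613 nm; benchmarks: DMSO-plus-enzyme-mix negative control, buffer-substituted positive control; compound dosing: single 20 µM dose; schedule: 90 min at room temperature in dark; also added: glucose plus 1 mM ATP as hexokinase substrates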
mIAP inh: blocks mouse intestinal alkaline phosphatase | purified mouse IAP, CDP-Star luminescence, 30 min | inhibition, % at 10 µM | 330,000 tested, 0.2% active | AID 2806;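 active means inhibition of at least 40% at 10 µM in the primary screen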;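 further: plate controls were DMSO with enzyme for no effect and no enzyme wells for full effect; values of inactives mirror those of a sister screen read the other way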
An asterisk follows results filed as active; · = not tested or not shown.

SMILES	hIAP block	hIAP activ	ATG4B inhibitor	mIAP act	PfG6PD inh	APOBEC3A inh	HKDC1 inhibitor	mIAP inh
Cc1cccc(NC(=O)CSc2ncnc3nc[nH]c23)c1C	-33	1.3	0	1.1	-2	34	-3	-7
CCOC(=O)C1(Cc2cccc(F)c2)CCN(CCCn2cccn2)CC1	-2	1	-7	0.95	-4	-3	-9	5
Cc1nn(-c2ccccc2)c(C)c1NC(=O)COC(=O)Cc1cccc(C(F)(F)F)c1	6	0.94	-4	0.94	6	9	0	6
CCn1c(C)cc(O)cc1=O	10	0.9	-7	1	10	3	-7	-4
CCNC(=S)NNC(=O)c1ccc(OC(F)F)cc1	-35	1.3	-1	0.94	-2	-3	-8	6
O=C(CSc1nc(-c2ccccc2)cc(=O)[nH]1)Nc1ccccc1F	-27	1.3	-8	1	-15	-3	-5	-5
Cc1ccc2c(CC(=O)NCC(C)(C)N3CCOCC3)coc2c1	-6	1.1	2	0.93	-18	5	-1	7
COCC(C)NC(=O)CSc1ncnc2sc(-c3ccccc3)cc12 (stereo not given)	13	0.87	3	0.95	11	11	0	4
CC(=O)c1ccc(N(CC(=O)NC2CCCCC2)C(=O)c2csnn2)cc1	8	0.93	-9	1	-5	-2	-4	-3
CC(=O)Nc1cc[n+](C(C)C(=O)c2ccccc2)cc1 (stereo not given)	7	0.93	1	0.9	-14	-7	-3	10
COc1ccc(N2CCN(S(=O)(=O)c3c(C)nc4sccn4c3=O)CC2)cc1	10	0.9	-5	1	6	-2	-2	-2
COc1ccc(-n2nc(C(=O)NCC(=O)Nc3cccc(Cl)c3)c3ccccc3c2=O)cc1	18	0.82	3	0.87	-10	1	5	13
Cc1nn(-c2ccc(N3CCOCC3)nn2)c(C)c1CCC(=O)N1CCN(C)CC1	-18	1.2	-5	0.97	-3	-3	2	3
O=C(O)c1cc(S(=O)(=O)NCCOc2ccccc2)ccc1Cl	15	0.85	-5	1.1	-11	1	3	-7
CCCCC(=O)N1CCCC(C)C1 (stereo not given)	-14	1.1	4	1.1	-2	-3	-4	-9
c1ccc(OCc2nn3c(Cn4nnc5ccccc54)nnc3s2)cc1	8	0.92	-2	0.9	58	5	-9	10
Cc1nn(-c2ccccc2)c(N2CCCC2)c1/C=C1\N=C(c2ccc(OC(C)C)cc2)OC1=O	25	0.75	-5	0.77	-11	-1	2	23
Cc1nc(-c2ccccc2)sc1C1(C)CC(c2ccc([N+](=O)[O-])cc2)=NO1 (stereo not given)	-17	1.2	-4	0.95	4	0	4	5
CCc1ccccc1Nc1nc(-c2cccnc2)cs1	-17	1.2	7	1.2	12	-3	2	-15
CCOC(=O)c1cc2cc(OC)ccc2nc1C	-4	1	-5	0.97	-10	-1	-8	3
CNS(=O)(=O)c1cc2c3c(cccc3c1)C(=O)NC2=O	10	0.9	-1	1	-4	2	-9	-1
CO/C([O-])=N/c1c[n+](-c2ccc(Cl)cc2)no1	-17	1.2	-9	1.1	9	-5	-3	-5
Cc1csc(NC(=O)c2ccc(S(=O)(=O)N(C)c3ccccc3)cc2)n1	6	0.94	7	0.87	11	8	8	13
O=C(NCC(=O)N1CCN(S(=O)(=O)c2ccccc2C(F)(F)F)CC1)c1sc2ccccc2c1Cl	-8	1.1	-1	0.98	-8	1	-3	2
COC(=O)c1ccc(Oc2c(F)c(F)nc(N3CCOCC3)c2F)cc1	0	1	5	0.98	-8	4	6	2

(continued)
SMILES	hIAP block	hIAP activ	ATG4B inhibitor	mIAP act	PfG6PD inh	APOBEC3A inh	HKDC1 inhibitor	mIAP inh
O=C(CNC(=S)NC(=O)c1cccc([N+](=O)[O-])c1)c1ccccc1	-8	1.1	-5	0.8	-7	-1	-8	20
COc1ccc2c(-c3ccc(OCCN4CCOCC4)cc3)c(-c3ccccc3OC)sc2c1	·	·	0	1.1	19	0	-4	-9
Cc1ccc(-n2nnnc2CS(=O)(=O)c2ccccc2)c(C)c1	4	0.96	-5	0.97	13	1	-6	3
Nc1ncnc2c1ncn2[C@@H]1O[C@H](CNCc2ccccc2OCc2ccc(Cl)cc2Cl)[C@@H](O)[C@H]1O	4	0.96	·	1.1	13	-2	-1	-10
CN(C(=O)CN1C(=O)/C(=C/c2ccccc2Cl)SC1=S)C1CCS(=O)(=O)C1 (stereo not given)	-42	1.4	5	0.88	8	-4	4	12
O=S(=O)(NC1CC1)c1ccc(S(=O)(=O)N2CCCC3(CCCCC3)C2)cc1	5	0.95	4	0.98	-19	-2	-8	2
O=C(COC(=O)c1ccccn1)Nc1cc(Cl)ccc1Cl	-13	1.1	-9	0.89	15	1	-7	11
CC(C)CN1CCN(Cc2cccc3cccnc23)CC1CCO (stereo not given)	-15	1.2	-11	1	-9	-5	-6	-3
FC(F)(F)c1cc(C(F)(F)F)c2ccc(N3CCN(c4ccc(Cl)cc4)CC3)nc2n1	-20	1.2	-3	0.82	12	2	-3	18
CN1CCN(C(=O)C23CCC(C)(c4nc5ccccc5nc42)C3(C)C)CC1 (stereo not given)	6	0.94	-8	0.9	-11	-3	-2	10
Cc1ccc(CN2CCS(=O)(=O)CC2)cc1	18	0.82	-1	1	6	2	-5	-1
CCC(C)c1ccc(NC(=S)Nc2ccc(OC)c(OC)c2)cc1 (stereo not given)	-8	1.1	-1	1.2	19	-20	1	-18
Cc1ncc([N+](=O)[O-])n1CCOC(=O)NC(NCc1cccnc1)C(Cl)(Cl)Cl (stereo not given)	-13	1.1	-6	0.92	-5	-2	-11	8
CC1CCCC(N2CCN(C(=O)c3ccccc3F)CC2)C1 (stereo not given)	10	0.91	-3	1.1	3	3	-2	-7
CCCCn1nc(C(=O)NC2=NCCS2)c2ccccc2c1=O	-12	1.1	-13	0.91	4	4	1	9
CCOc1ccccc1-n1nnnc1SCc1nc2ccccc2s1	11	0.89	-3	0.94	50	0	0	6
COC(=O)c1ccc(NC(=O)C2CCCN2C(=O)OCc2ccccc2)cc1 (stereo not given)	-26	1.3	5	1.1	4	-3	-4	-5
C=CCn1c(Cc2c[nH]c3ccccc23)n[nH]c1=S	5	0.95	1	1	33	-2	-11	-3
CCN(CC)CCN(C)Cc1ccc(Br)cc1	-9	1.1	18	0.96	-21	-3	8	4
CCOc1cc(N2CCOCC2)c(OCC)cc1NC(=O)CN1C(=O)C2CC=CCC2C1=O (stereo not given)	3	0.97	-5	1	-9	1	5	-1
Cc1nnc(N(Cc2ccccc2)C(=O)c2cnccn2)s1	4	0.96	-4	1	-9	7	-4	-1
O=C(c1cc(Cl)ccc1Cl)N1CCN(Cc2ccccc2)CC1	4	0.96	0	1	-2	-3	-4	-5
CCOC(=O)c1ccc(Nc2ncnc3nc[nH]c23)cc1	-78	1.8	-1	0.96	0	1	0	4
Cc1cc(F)ccc1NC(=O)c1cc(S(=O)(=O)N2CCCC2)cn1C	12	0.88	0	1	10	0	-5	-3
COc1cc2ccc(=O)oc2cc1OCC(O)C(C)(C)O (stereo not given)	6	0.94	-3	0.87	16	-1	-8	13

Next part.
SMILES	hIAP block	hIAP activ	ATG4B inhibitor	mIAP act	PfG6PD inh	APOBEC3A inh	HKDC1 inhibitor	mIAP inh
CC(=O)c1ccc(OCc2ccc(Oc3c(Cl)cccc3[N+](=O)[O-])cc2)cc1	-204	3*	2	0.9	-5	0	-6	10
COc1cccc(NC(=O)c2ccc[n+](C)c2)c1	2	0.98	-7	0.99	-2	77*	0	1
COc1ccc(OCC(O)CNC(=O)Nc2ccc(Cl)cc2)cc1 (stereo not given)	-3	1	-9	1.2	11	2	-10	-21
C/C(CC(=O)Nc1ccc(Cl)cn1)=N\NC(=O)Cc1cccs1	-1	1	-9	0.95	9	0	-2	5
COC(=O)c1ccc(-c2ccco2)n1Cc1ccccc1Cl	1	0.99	6	0.95	16	-5	3	5
O=C1CC(c2cccc(F)c2)c2c(c3ccccc3[nH]c2=O)O1 (stereo not given)	3	0.97	-3	0.88	0	-3	-2	12
NC(=O)CSc1nnc(-c2cccnc2)n1Cc1ccccc1	7	0.93	0	0.99	-4	-3	-9	1
CCCCNC(=S)NCc1ccc2c(c1)cc(C)n2C	10	0.9	10	0.86	14	-5	-5	14
C=CCSc1nnc2c(n1)OC(c1cccnc1)N(C(C)=O)c1ccccc1-2 (stereo not given)	18	0.82	-6	0.95	1	4	1	5
Cc1ccc(CSCc2ccc(C(=O)NCC3CCCO3)o2)cc1 (stereo not given)	-3	1	-7	0.94	-1	2	-8	6
O=C(CCN1CCN(c2ccccc2F)CC1)Nc1ccccc1Cl	-1	1	4	1	7	-7	-2	-3
Cc1c(NC(=S)NC(=O)c2ccco2)cccc1-c1nc2ncccc2o1	-21	1.2	-18	0.93	11	-2	-6	7
O=C1c2ccccc2NC2(CCCCC2)N1N=C1CCCCC1	-14	1.1	-4	1.1	1	0	6	-14
COc1ccccc1C(=O)Oc1ccc2ccc(=O)oc2c1	7	0.93	-10	1.1	3	5	-2	-9
CC(C)Cn1c(N)c(C(=O)COC(=O)c2cnc(Cl)c(Cl)c2)c(=O)n(C)c1=O	4	0.96	-1	1	13	1	-6	-3
Cc1ccc(S(=O)(=O)N2CCN(c3ccccc3)CC2)s1	0	1	-2	1	12	-1	-2	0
O=C(COC(=O)c1cccc(Oc2ccccc2)c1)NCc1ccco1	7	0.93	-5	0.95	4	1	6	5
O=C(Oc1cccc2cccnc12)c1cccc(-n2cnnn2)c1	-10	1.1	-4	1.2	7	-3	8	-18
COc1cccc(C(=O)Nc2cccnc2)c1OC	-4	1	-1	0.91	-1	3	2	9
CCc1cc2c(NCC3CCCO3)ncnc2s1 (stereo not given)	0	1	-8	0.99	3	1	4	1
C[C@H](CO)N1C[C@H](C)[C@@H](CN(C)S(=O)(=O)c2ccc(F)cc2)Oc2ccc(NC(=O)CCN3CCOCC3)cc2C1=O	8	0.92	-4	0.99	-18	0	2	1
C[C@H]1COC(=O)[C@@H](Cc2ccc(F)cc2)C/C=C\C[C@H](CC(=O)N(CCO)Cc2ccccc2)C(=O)N1	4	0.96	-2	0.95	-5	-4	0	5
Cc1cccc(NC(=O)c2nc[nH]c2C(=O)Nc2cccc(C)c2)c1	-23	1.2	-6	0.9	-9	0	-4	10
O=C(O)c1cccc(NS(=O)(=O)c2ccc(NC(=O)c3ccco3)cc2)c1	-16	1.2	-13	0.97	-10	2	-9	3
CCc1c(C(=O)NCCc2cccc(C)c2)[nH]c(C)c1C(C)=O	-14	1.1	0	1.2	23	2	-4	-20
COc1cc(C(=O)N2CCC(O)(c3ccccc3)CC2)cc(OC)c1OC	-17	1.2	-13	0.98	7	2	-4	2
Cc1ccc(-c2noc(N=O)c2NO)cc1	-2	1	-3	1.1	-22	-3	3	-9
CN(c1ccc(O)cc1)S(=O)(=O)c1ccc2ccccc2c1	-4	1	2	0.96	2	-1	-3	4

Molecules listed so far that contain a CF3 group, in the order listed:
SMILES	hIAP block	hIAP activ	ATG4B inhibitor	mIAP act	PfG6PD inh	APOBEC3A inh	HKDC1 inhibitor	mIAP inh
Cc1nn(-c2ccccc2)c(C)c1NC(=O)COC(=O)Cc1cccc(C(F)(F)F)c1	6	0.94	-4	0.94	6	9	0	6
O=C(NCC(=O)N1CCN(S(=O)(=O)c2ccccc2C(F)(F)F)CC1)c1sc2ccccc2c1Cl	-8	1.1	-1	0.98	-8	1	-3	2
FC(F)(F)c1cc(C(F)(F)F)c2ccc(N3CCN(c4ccc(Cl)cc4)CC3)nc2n1	-20	1.2	-3	0.82	12	2	-3	18

Printed as active in APOBEC3A inh, among the entries above:
SMILES	hIAP block	hIAP activ	ATG4B inhibitor	mIAP act	PfG6PD inh	APOBEC3A inh	HKDC1 inhibitor	mIAP inh
COc1cccc(NC(=O)c2ccc[n+](C)c2)c1	2	0.98	-7	0.99	-2	77*	0	1

Screens as filed in PubChem BioAssay.
